# Integrin act MD = activates integrin-mediated alleviation for muscular dystrophy; alpha7betagal myoblasts, beta-gal FDG fluorescence, 48 h; Potency, µM (series often up to 38.3 µM), for the others: at the top dose activation, most hits filed as activators; actives 0.064% (n = 350,000); AID 624291;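 also: potency is read from the fitted curve at half-maximal effect; 100% = response of the positive control SU9516; nearly all actives have a fitted effect of over 60% in size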
#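 Alpha7betagal+/- myoblasts (passage 13) were plated 16-24 hr, then exposed to compounds (1:260 dilution of DMSO stock) for 48 hours at 37C. After MPER lysis, β-galactosidase reporter activity was read as FDG fluorescence (ex 480/em 540) after 30 minutes.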
# Eya2 inh = inhibitors of human Eya2 phosphatase activity. recombinant Eya2, OMFP fluorescence dephosphorylation (OMFP is methylfluorescein phosphate). actives 0.006% (n = 330,000). Potency, µM (titrated, usually from 76.9 µM), for inactives: top-dose activity, negative = inhibition, most hits filed as inhibitors. O00167; also: potency is read from the fitted curve at half-maximal effect; % is scaled to controls: 0 for no effect and ±100 for the full control effect
# Target sequence (O00167 whole entry, looked up): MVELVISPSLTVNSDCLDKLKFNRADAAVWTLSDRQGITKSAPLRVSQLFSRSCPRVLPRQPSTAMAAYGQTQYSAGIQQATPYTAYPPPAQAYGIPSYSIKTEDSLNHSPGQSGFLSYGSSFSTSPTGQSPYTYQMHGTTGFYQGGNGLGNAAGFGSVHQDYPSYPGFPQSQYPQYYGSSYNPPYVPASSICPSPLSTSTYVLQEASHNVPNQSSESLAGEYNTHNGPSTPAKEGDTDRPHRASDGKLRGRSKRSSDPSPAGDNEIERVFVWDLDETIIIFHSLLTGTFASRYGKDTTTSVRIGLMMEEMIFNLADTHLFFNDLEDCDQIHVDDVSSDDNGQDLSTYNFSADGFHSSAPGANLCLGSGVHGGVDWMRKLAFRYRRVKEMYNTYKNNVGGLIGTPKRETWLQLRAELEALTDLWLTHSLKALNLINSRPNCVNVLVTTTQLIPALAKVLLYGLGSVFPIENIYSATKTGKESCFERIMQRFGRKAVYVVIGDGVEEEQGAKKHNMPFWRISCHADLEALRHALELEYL
#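 Eya2 (0.2 uM) preincubated 10 min at ambient with compound, then OMFP substrate added at 50 uM; 10 min reaction in 50 mM HEPES pH 7.5, 50 mM NaCl, 5 uM MgCl2, 0.05% BSA, 1 mM DTT. Fluorescence read at Ex 485/Em 525 nm.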
# TSHR antagonist = human thyrotropin receptor antagonism; activity change, negative = inhibition, % at 11.5 µM; actives 0.2% (n = 330,000); TSHR-expressing cells, TSH-stimulated cAMP HTRF, 2 h; hits give low values;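 active = activity change below a set negative limit, meaning inhibition stronger than a set level, cut at about -70% in these data; inconclusive = activity change between two set negative limits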; also: % is scaled to controls: 0 for no effect and ±100 for the full control effect
#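 TSHR-expressing cells were treated with compounds, then stimulated with TSH at EC80 (4nM final) for 2 hours at 37 deg C. Cellular cAMP was measured by HTRF competition between lysate cAMP and cAMP-d2 for a cryptate-labelled anti-cAMP antibody.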
# Tb PFK block = inhibitors of T. brucei phosphofructokinase. Potency, µM (titrated, usually from 57.5 µM), without a hit: at the top dose activity, negative = inhibition, usual class: inhibitors. AID 485367. actives 0.17% (n = 330,000). O15648. T. brucei PFK, ADP-Glo luminescence;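 also: potency is read from the fitted curve at half-maximal effect; 0% = uninhibited 1x PFK enzyme wells and -100% = no-enzyme wells; nearly all actives have a fitted effect of over 60% in size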
# Target sequence (O15648 whole entry, looked up): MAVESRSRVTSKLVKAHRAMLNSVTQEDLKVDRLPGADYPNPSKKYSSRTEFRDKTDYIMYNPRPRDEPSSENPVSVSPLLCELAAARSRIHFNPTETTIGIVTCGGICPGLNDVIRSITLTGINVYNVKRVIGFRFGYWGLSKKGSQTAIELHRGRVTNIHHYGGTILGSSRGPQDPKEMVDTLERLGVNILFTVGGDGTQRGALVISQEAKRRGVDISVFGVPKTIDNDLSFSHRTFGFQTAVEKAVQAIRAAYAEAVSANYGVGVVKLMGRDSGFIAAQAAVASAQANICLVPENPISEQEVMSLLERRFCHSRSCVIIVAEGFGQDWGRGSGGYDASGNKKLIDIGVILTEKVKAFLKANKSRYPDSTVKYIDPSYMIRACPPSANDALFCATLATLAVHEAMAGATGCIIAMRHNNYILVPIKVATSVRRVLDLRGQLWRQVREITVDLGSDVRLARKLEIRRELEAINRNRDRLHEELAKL
#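 ADP-Glo luminescence quantified ADP after 45 min at room temperature, with 1.25 nM T. brucei PFK, 0.1 mM ATP and 0.5 mM fructose-6-phosphate in pH 8.0 TEA buffer. qHTS titrations up to 57 µM; curves classified by quality.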
# Mito fusion act = inhibitors of mitochondrial division or activators of mitochondrial fusion; AID 485298; Potency, µM (top dose mostly 46.1 µM), without a hit: at the top dose growth rescue (activation), hits mostly activators; actives 0.23% (n = 320,000); S. cerevisiae fusion-defective mutant growth rescue, CellTiterGlo 48 h;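 also: potency is read from the fitted curve at half-maximal effect; % of control where 0% means no effect; nearly all actives have a fitted effect of over 45% in size; temperature-sensitive fusion mutants such as fzo1-1 at 37 °C on non-fermentable ethanol glycerol medium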
#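 Temperature-sensitive fusion-defective S. cerevisiae (e.g. fzo1-1, mgm1-5) were grown with compound in YPEG medium (3% ethanol, 3% glycerol) for 48 hours at 37C. Growth rescue was measured as viability by CellTiterGlo luminescence after 10 minutes at ambient.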
# AT treatment = potential ataxia-telangiectasia treatment; actives 0.19% (n = 320,000); AID 485349; Potency, µM (highest dose often 57.5 µM), inactives show at the highest dose activation, most hits filed as activators; […] A-T fibroblasts, KAP-1 phosphorylation AlphaLISA; neocarzinostatin DNA damage 30 min before lysis; also: potency is read from the fitted curve at half-maximal effect; % of control where 0% means no effect; nearly all actives have a fitted effect of over 45% in size
#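 hTERT-immortalized A-T patient fibroblasts ([…]), 500 cells/well in OPTI-MEM, 1% FBS, got compounds for 60 min, then NCS for 30 min at 37C. Lysates were then assayed for phospho-KAP-1 by AlphaLISA (anti-pKAP1 donor, anti-KAP1 acceptor beads), 6 hr at 25C.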
# PTAP TSG101 blk = blocks PTAP/TSG101 interaction to inhibit HIV-1 budding | Q99816 | 340,000 tested, under 10 active | Potency, µM (series often up to 115 µM), without a hit: at the top dose activity change, negative = inhibition, usual class: inhibitors | Fluorescence polarization, FITC-PTAP peptide / Tsg101 binding; active = well fitted inhibition curve with a large enough effect in the main read-out, with a control signal flat, not every such curve was filed as active; inconclusive = small, poorly fitted or top-dose-only effect, or effect the other way, or a change in a side signal; inactive = no such curve, though single readings can be large or run the other way; also: potency is read from the fitted curve at half-maximal effect; % of control where 0% means no effect
#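 Fluorescence polarization binding of Tsg101 binding domain (10 uM final) to FITC-labeled PTAP peptide (50 nM final) in HEPES pH 7.5 buffer with NaCl, Tween 20, EDTA, TCEP. Compounds added before peptide; binding 20 min at RT.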
# BCR signal inh = chronic active BCR signaling inhibition; actives 0.05% (n = 340,000); AID 493014; ABC-DLBCL IkBa-CBG/CBR reporter, luminescence ratio, 4 h; Potency, µM (highest dose often 46.1 µM), without a hit: at the top dose ratio change, negative = lower green/red ratio, usual class: inhibitors; active = well fitted inhibition curve with a large enough effect in the signal ratio, with a control signal flat, not every such curve was filed as active; inconclusive = small, poorly fitted or top-dose-only effect, or effect the other way, or a change in a side signal; the % refers to the signal ratio;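 also: potency is read from the fitted curve at half-maximal effect; plate controls were basal doxycycline-induced cells for no effect and cells given 10 µM MG132 for full effect; MG132 reads +100%, hits lower the ratio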
#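 Concentration-response series (up to 46 uM) were applied to TMD8 dual-reporter cells for 4 h at 37C with doxycycline. Green/red ratio, after filter-overlap correction, defined %Activity; red signal alone was normalised to basal cells and zero luminescence.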
# ASM inhibitor = human S-ASM enzyme inhibition | P17405 | placental ASM, HMU-PC fluorogenic substrate, 60 min | Potency, µM (titrated, usually from 57.5 µM), inactives show at the highest dose activity change, negative = inhibition, usual class: inhibitors | actives 0.006% (n = 340,000) | AID 504937; also: potency is read from the fitted curve at half-maximal effect
#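 HMU-PC0 cleavage (9 uM final) by human placental ASM, 60 min at 37 °C following 10 min compound exposure at RT; stopped at pH 10, fluorescence Ex 386/Em 447 nm.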
# ELG1 repair inh = blocks ELG1-dependent DNA repair in HEK293T cells. Potency, µM (doses to about 46.1 µM), for the others: at the highest dose activity change, negative = inhibition, actives largely listed as inhibitors. AID 504467. HEK293T ELG1-luciferase reporter, luminescence, 16 h; DNA damage induced by 5-fluorouridine. actives 2.3% (n = 330,000); also: potency is read from the fitted curve at half-maximal effect; % is scaled to controls: 0 for no effect and ±100 for the full control effect; nearly all actives have a fitted effect of over 55% in size
#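 Step one: seed 2,000 cells per well. Step two: pin-transfer compound or DMSO alongside 5-fluorouridine. Step three: incubate 16 hr, 37 °C, 5% CO2. Step four: add ONE-Glo, wait 30 min, read luminescence.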
# TCR act = T cell receptor activation | primary human leukocytes, anti-CD3, IL-2 HTRF, 48 h | Potency, µM (titrated, usually from 9.22 µM), for inactives: at the highest dose activation of IL-2 secretion, most hits filed as activators | 330,000 tested, under 10 active | AID 504894; also: % of control where 0% means no effect
#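 IL-2 produced over 48 hr by a-CD3 bead-stimulated primary human leukocytes exposed to compounds was detected with a homogeneous time-resolved FRET immunoassay, 665nm acceptor signal after 320nm excitation.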
# * hit, by the source's call; ? = inconclusive; nt = no result given; [ ] = another dose, or the depositor's remark. Unless noted, calls follow the shape of the dose curve; as a rule, active = well fitted curve in the direction sought with a large enough effect; inconclusive = small, poorly fitted or top-dose-only effect, or another doubt; inactive = no such curve, though single readings can be large; an effect the other way counts as inactive or inconclusive.
SMILES,Integrin act MD,Eya2 inh,TSHR antagonist,Tb PFK block,Mito fusion act,AT treatment,PTAP TSG101 blk,BCR signal inh,ASM inhibitor,ELG1 repair inh,TCR act
NC(=O)c1ccc2c(=O)n3c(-c4cccs4)csc3nc2c1,-12.6%,-15.5%,-8.7,-3.1%,1.1%,13.6%,2.2%,-0.2%,113.5%[activator],?,-6.3%
CCNC(=S)NNC(=O)c1cc(C)on1,5.4%,4.4%,-4.7,-8.6%,-6.5%,4.9%,-3.3%,-6.1%,7.3%,-7.3%,3.2%
COc1ccc(OCCSc2nc(N)cc(=O)[nH]2)cc1,?,7.5%,-9.7,-9.0%,5.9%,-4.6%,-7.6%,7.7%,-10.2%,-12.4%,0.1%
CCN(c1ccc(NC(=O)COC(=O)c2cccs2)cc1)C(C)C,23.1%,-1.4%,-3.1,-4.1%,4.1%,-4.8%,0.1%,-2.0%,-3.0%,?,4.6%
CC(=O)c1cccc(NC(=S)NCc2ccco2)c1,-17.9%,6.7%,-8.6,2.5%,-0.8%,2.9%,-2.3%,?,1.9%,2.8%,-2.3%
COCc1cc(/C=N\NC(=O)c2ccc(Cl)cc2)ccc1OC,-3.6%,1.3%,0.7,-1.9%,-8.1%,-0.4%,-1.9%,-1.3%,-1.5%,-27.4%,-4.1%[46.1 µM]
C#Cc1ccc([C@@H]2C=C(C(=O)OCC=C)O[C@H](OCC)[C@H]2CCCO)cc1,-35.2%,2.4%,10.9,-3.4%,2.7%,8.2%,-4.2%,-0.8%,-2.6%,-21.0%,-5.4%
CCOC(=O)CSc1nnc(CSc2nc(N)c3c(C)c(C)sc3n2)n1-c1ccccc1,12.5%,-6.3%,3.7,0.1%,-3.0%,2.0%,-6.6%,-11.4%,-5.1%,14.7%,4.2%[46.1 µM]
CCOC(=O)N(C)OC(=O)Nc1ccc(Cl)c(Cl)c1,20.6%,-5.2%,13.2,1.51µM*,?,7.7%,-7.6%,?,-6.8%,4.2%,9.5%
Cc1cccc(Nc2nc3c(S(=O)(=O)c4ccccc4)nnn3c3ccccc23)c1,-0.6%,0.6%,1.0,0.2%,-2.1%,0.9%,-4.6%,-2.2%,20.1%,1.3%,7.1%[46.1 µM]
O=C(COC(=O)c1ccc(S(=O)(=O)NCc2ccco2)cc1)Nc1ccccc1,-30.6%[inhibitor],-22.7%,-2.7,-2.8%,3.9%,0.4%,-0.1%,4.9%,-1.1%,18.2%,0.1%
Cc1ccsc1CNC12CC3CC(CC(C3)C1)C2,?,7.0%,4.6,0.0%,-2.3%,6.5%,0.5%,2.4%,-0.1%,1.3%,7.8%
NC(=S)N/N=C1\CC(n2nnnc2-c2ccccc2)C2COC1O2 (centres undefined),-39.3%[inhibitor],-0.6%,1.6,1.8%,1.5%,-9.1%,-2.7%,?,4.6%,7.1%,2.3%
O=C(NCCCn1ccnc1)c1noc2c1CCc1ccccc1-2,7.2%,-4.0%,-5.6,0.5%,-0.4%,-3.6%,-0.4%,-7.8%,-0.9%,13.5%,-0.6%
CC(=O)Nc1ccc(NC(=O)CSc2nc(=O)n(Cc3ccncc3)c3c2CCC3)cc1,-23.8%,17.9%,7.2,?,2.0%,-4.7%,-3.3%,-13.8%,6.2%,10.7%,7.9%
Cc1ccc(/C=N/n2c(C3CCCCC3)n[nH]c2=S)o1,24.3%,-2.1%,-8.1,-10.7%,-5.5%,0.3%,-1.5%,?,3.1%,6.6%,-2.8%[46.1 µM]
CCN(CC)S(=O)(=O)c1ccc2oc(C(=O)NCC3COc4ccccc4O3)c(C)c2c1 (centres undefined),-5.1%,-11.0%,-21.3,2.7%,28.7%,-0.1%,-5.2%,?,-10.4%,?,-1.2%
COc1cccc(NS(=O)(=O)c2ccc3c(c2)CC(=O)N3)c1,16.1%,-9.6%,-8.3,-6.4%,0.3%,0.1%,-1.3%,?,-3.1%,8.6%,-1.6%
CSC(=CC(=O)c1ccccc1)SC,-2.0%,1.8%,-11.1,-2.2%,4.0%,4.9%,nt,-2.9%,-2.4%,?,nt
COc1ccc(CNC(=O)CN(Cc2ccco2)C(=O)CNS(=O)(=O)c2ccc(C)cc2)cc1,6.4%,-11.4%,-5.6,1.8%,0.6%,0.8%,-4.6%,2.7%,1.5%,-18.6%,4.6%
CC(=O)Nc1ccc(/C(C)=N/NC(=O)CN(c2ccccc2Br)S(C)(=O)=O)cc1,-9.1%,-0.9%,-7.9,-0.7%,1.4%,-3.1%,-0.6%,3.0%,2.5%,2.9%,3.1%[46.1 µM]
CCOc1ccccc1OCCOCCOc1c(Cl)cccc1Cl,-46.5%[inhibitor],0.4%,-8.3,-1.2%,4.8%,27.5%,-1.6%,-3.3%,-2.3%,-13.7%,-2.9%[46.1 µM]
O=C(O)c1cccnc1,nt,-18.2%,9.6,?,-1.6%,1.0%,2.0%,9.2%,-2.0%,-3.2%,5.1%
COc1cccc(OCC(O)CN2CCN(CCN3C(=O)c4cccc5cccc(c45)C3=O)CC2)c1 (centres undefined),-14.0%,14.7%,-3.9,-0.2%,-2.5%,-3.3%,0.4%,?,0.5%,?,nt
COc1ccccc1/C=C/C(=O)OCC(=O)NC1CCS(=O)(=O)C1 (centres undefined),-19.7%,2.0%,-15.0,0.0%,nt,-4.9%,-1.4%,-3.1%,5.7%,-11.8%,-3.1%
SMILES,Integrin act MD,Eya2 inh,TSHR antagonist,Tb PFK block,Mito fusion act,AT treatment,PTAP TSG101 blk,BCR signal inh,ASM inhibitor,ELG1 repair inh,TCR act
CC1CN=C(N(C(=O)Nc2ccccc2)C(C)c2ccccc2)S1 (centres undefined),1.2%,-0.1%,-3.7,-6.7%,-0.9%,-8.1%,-1.7%,0.5%,8.3%,0.0%,-2.4%
C=CC[C@H](CC(=O)OC(C)(C)C)C(=O)OC[C@@H]1CCCN1C(=O)[C@@H](CC=C)CC(=O)N[C@H](CO)Cc1ccccc1,-6.2%,-24.4%,-8.2,4.8%,nt,0.3%,0.7%,2.7%,0.8%,?,6.4%
O=C(Cn1nc(-c2ccccc2)ccc1=O)N1CCCCC1,23.3%,2.3%,4.0,3.2%,-4.5%,12.3%,0.1%,1.1%,0.2%,9.4%,-1.9%
CN1/C(=C\C(=O)COC(=O)c2ccc([N+](=O)[O-])o2)C(C)(C)c2ccccc21,5.0%,2.6%,9.5,-4.1%,4.7%,5.8%,-0.2%,0.3%,-0.6%,0.9%,14.9%
O=c1cc(-c2ccccc2)[nH]n1-c1nc2ccccc2s1,13.3%,-8.6%,-19.2,0.9%,-1.1%,-1.9%,-2.1%,7.9%,3.0%,-21.8%,16.7%
CCN(CC)S(=O)(=O)c1ccc(N2CCCC2)c(NC(=O)C2CCCCC2)c1,-18.4%,7.0%,0.0,8.3%,-1.6%,1.1%,-10.6%,?,-0.1%,-1.7%,-1.3%
COc1ccc(C(=O)NC(C)c2nnc(SCC(=O)NC3CCCC3)n2C)cc1 (centres undefined),-1.6%,4.9%,10.1,2.9%,5.6%,-6.8%,-9.0%,10.0%,8.5%,10.7%,1.8%
COc1ccc(NC(=O)CSc2nnc(NC(=O)C3CC3)s2)cc1OC,6.5%,10.8%,0.3,0.6%,-1.6%,9.8%,nt,-13.1%,-2.7%,-3.5%,-4.9%
Cc1ccc(NC(=O)c2nc(S(=O)(=O)Cc3ccccc3)ncc2Cl)cc1,-75.2%[inhibitor],6.7%,?,2.5%,-83.7%[inhibitor],-14.0%,-0.4%,?,-4.3%,?,1.6%
CSCCC(NS(=O)(=O)c1ccc2[nH]c(=O)c(=O)[nH]c2c1)C(=O)O (centres undefined),22.8%,7.5%,13.2,-1.6%,-6.0%,-7.2%,-2.3%,4.5%,2.7%,6.9%,nt

# Screens from PubChem BioAssay.
